GPR35 arrestin U2OS – inhibition of zaprinast-stimulated GPR35 beta-arrestin translocation – imaging, U2OS, beta-arrestin-GFP, zaprinast agonist, primary screen (AID 2058); U2OS GPR35 beta-arrestin-GFP translocation imaging, zaprinast antagonism; higher % means a stronger effect; one-dose inhibition, % at 10 µM; IC50 in µM for titrated hits; 290,000 tested, 0.052% active;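 active means inhibition of at least 50% with at least 30 cells and total cytoplasm GFP at most 10,000,000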
NTR1 agonist – agonists of NTR1, primary screen, imaging, U2OS cells, beta-arrestin-GFP, high content (AID 493036); P30989; activation, % at 20 µM; 330,000 tested, 0.17% active; NTR1-U2OS beta-arrestin-GFP spot imaging, agonist mode;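 active means activation at or above 40% of the spot to cytoplasm intensity ratio, with at least 20 cells analyzed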;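 further: 0% = DMSO without peptide and 100% = 100 nM NTR1 peptide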
Target sequence (P30989 whole entry, looked up): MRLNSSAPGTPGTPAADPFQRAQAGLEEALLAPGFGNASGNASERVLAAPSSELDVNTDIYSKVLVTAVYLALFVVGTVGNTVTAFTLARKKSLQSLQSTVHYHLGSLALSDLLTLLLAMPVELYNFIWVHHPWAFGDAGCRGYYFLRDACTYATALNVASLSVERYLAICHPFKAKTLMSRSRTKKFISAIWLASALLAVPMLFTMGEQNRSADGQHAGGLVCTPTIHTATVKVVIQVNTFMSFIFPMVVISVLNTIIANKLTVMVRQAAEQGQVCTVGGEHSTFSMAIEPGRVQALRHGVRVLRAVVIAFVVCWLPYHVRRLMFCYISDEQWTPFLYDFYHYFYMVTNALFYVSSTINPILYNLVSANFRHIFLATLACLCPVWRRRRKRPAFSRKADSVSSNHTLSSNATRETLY
UTI89 phage lysis – protection from phage-mediated lysis, alamar blue read-out – E. coli UTI89, K1F phage, bacterial capsule biogenesis inhibitors (AID 488966); E. coli UTI89 K1F phage lysis, alamar blue, 2 h; higher % means a stronger effect; inhibition, % at 100 µM, or IC50 in µM where a hit was titrated; 340,000 tested, 0.02% active;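 active means phage lysis inhibition, versus mean bacterial control, above a set limit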;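 further: capsule biogenesis inhibitors block K1F phage lysis so surviving cells raise fluorescence; higher fluorescence means more inhibition of phage lysis; actives were called in the ten point dose series up to 300 µM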
KOR beta-arrestin-1 – kappa opioid receptor activators – cell-based, luminescence, uHTS, primary screen (AID 1777); KOR beta-arrestin recruitment, luminescence; higher % means a stronger effect; 280,000 tested, 0.02% active; activation, % at 10 µM, or EC50 in µM where a hit was titrated; in the data active means activation above about 50%, passing the limit was not always enough; further: a part of the inactive calls stands beside numbers as strong as those of hits
KOR beta-arrestin-2 – kappa opioid receptor blockers – cell-based, luminescence, uHTS (AID 1778); 290,000 tested, 0.091% active; one-dose inhibition, % at 10 µM; IC50 in µM for titrated hits; KOR beta-arrestin recruitment, luminescence, antagonist mode; higher % means a stronger effect; in the data active means inhibition above about 50%; further: strong numbers were not always called active
MgcRacGAP inhibition – MgcRacGAP GTPase-activating activity inhibitors, confirmation, biochemical, ADP Hunter fluorescence | MgcRacGAP-stimulated Rac1 GTP hydrolysis, ADP Hunter fluorescence; higher % means a stronger effect; GST-tagged Rac1 F28L mutant substrate | inhibition, % at 30 µM, or IC50 in µM where a hit was titrated | 340,000 tested, 0.6% active | AID 624330;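 active means first-screen hits whose inhibition reached a set limit at any dose in the follow-up dose series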;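 further: fluorescence reports GDP produced by GAP-driven GTP hydrolysis; strong numbers were not always called active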
GPR55 beta-arrestin – GPR55 agonists via beta-arrestin recruitment, primary screen, imaging, U2OS cells, beta-arrestin-GFP redistribution (AID 1961). 290,000 tested, 0.048% active. U2OS GPR55 beta-arrestin-GFP redistribution imaging; higher % means a stronger effect. one-dose activation, % at 10 µM; EC50 in µM for titrated hits;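 active means activation above 40% with more than 50 cells counted in the well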;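 further: U2OS osteosarcoma cells stably expressing GPR55 and beta-arrestin-GFP; plate controls were DMSO negative control for no effect and LPI positive control for full effect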
GPR55 LPI antagonism – inhibition of LPI-stimulated GPR55 beta-arrestin translocation – imaging, U2OS, beta-arrestin-GFP, LPI agonist, primary screen (AID 2013); 290,000 tested, 0.13% active; inhibition, % at 10 µM; hits with a dose series show IC50 in µM; U2OS GPR55 beta-arrestin-GFP translocation imaging, LPI antagonism; higher % means a stronger effect;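 active means spots per cell inhibited over 60%, with over 100 cells counted and total cytoplasm intensity under 500,000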;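 further: U2OS cells stably carrying GPR55 and arrestin-GFP stimulated by 5 µM LPI near EC80; imaged beta-arrestin-GFP aggregate spots per cell after agonist stimulation; plate controls were LPI-stimulated DMSO wells for no effect and DMSO wells without LPI for full effect; some results filed as inactive read as strong as hits; confirmed hits need IC50 under 10 µM and bright autofluorescent wells are also inconclusive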
NOD1 NF-kB reporter – NOD1 signaling inhibitors, primary screen, cell-based, luminescence, uHTS (AID 1578). NOD1-driven NF-kB luciferase reporter cells, luminescence; higher % means a stronger effect. inhibition, % at 4 µM, or EC50 in µM where a hit was titrated. 290,000 tested, 1% active; in the data active means inhibition mostly above about 36%, no sharp cut-off; inactive means mostly below about 34%;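 further: HEK-293T reporter cells stimulated with the NOD1 agonist gamma-tri-DAP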
NTR1 agonist cell count 20 µM – also measured in NTR1 agonist; calls as there; cell count; measured here: cell count, cytotoxicity flag
* = called active by the depositor; i = inactive; x = not tested or not shown; [ ] = remark or other dose. Only part of the results is shown. The share of hits here may be higher or lower than overall.

SMILES	GPR35 arrestin U2OS	NTR1 agonist	NTR1 agonist cell count 20 µM	UTI89 phage lysis	KOR beta-arrestin-1	KOR beta-arrestin-2	MgcRacGAP inhibition	GPR55 beta-arrestin	GPR55 LPI antagonism	NOD1 NF-kB reporter
Cc1ccccc1C(=O)Nc1ccc(-c2nnc(SC(C)C(=O)O)n2C)cc1 (stereo not drawn)	3.3%	0.4	66	0.0%	4.5%	14.6%	1.8%	-0.1%	-9.0%	8.3%
Nc1nnc(SCc2cccnc2)s1	-3.0%	-1.0	56	2.8%	1.4%	-3.1%	0.9%	-0.2%	-21.0%	-8.3%
COc1ccccc1NC(=O)Cc1nnc(SCC(=O)Nc2nccs2)n1C	-7.4%	-1.7	57	0.2%	-2.8%	-26.5%	9.7%	-0.2%	-6.7%	-48.2%
O=C(N/N=C/c1ccc(Sc2ccccn2)o1)c1cc2ccccc2cc1O	-15.8%	1.9	79	i	-1.3%	4.5%	15.6%	-0.2%	10.7%	-13.4%
Cc1cccc(NS(=O)(=O)c2cc(C(=O)N3CCCC3)ccc2Cl)c1	4.5%	3.2	63	-0.1%	15.8%	0.2%	1.9%	-0.3%	-1.9%	0.4%
CCC(=O)c1ccc(CCCCCC(=O)O)s1	-1.6%	-0.5	55	-0.6%	-5.8%	12.5%	3.9%	0.6%	22.5%	-6.5%
COc1ccccc1CN1CCNC(=O)C1CC(=O)NCc1cn(C)nc1C (stereo not drawn)	42.0%	0.5	82	0.2%	x	-4.0%[20 µM]	1.4%	-0.1%	10.2%	9.5%
CCOC(=O)C1CCN(C(=O)Nc2cccc(Cl)c2)CC1	-12.0%	0.3	86	1.3%	-3.2%	19.6%	9.6%	-0.4%	-10.7%	-13.8%
Cn1c(SCC(=O)C(C)(C)C)nnc1-c1ccc(F)cc1	-16.0%	0.3	44	-1.4%	-2.0%	-18.8%	5.0%	0.1%	-0.4%	-23.8%
O=[N+]([O-])c1ccc(/C=N/Nc2ccnc3cc(Cl)ccc23)o1	-11.1%	-0.5	48	-1.5%	-2.0%	38.9%	13.0%	-0.2%	10.9%	-3.3%
Cn1c(=O)c(=O)n(C)c2cc(S(=O)(=O)N3CCc4ccccc43)ccc21	3.7%	-1.3	69	0.1%	-2.8%	-12.3%	10.3%	-0.4%	22.6%	0.4%
O=C(NCc1cccnc1)C1CCN(c2ccc(S(=O)(=O)N3CCOCC3)cc2Cl)CC1	-16.0%	-0.7	33	0.0%	-1.7%	12.5%[20 µM]	11.3%	0.1%	-2.8%	-19.6%
CCOC(=O)c1ccc(Oc2nc(OC)nc(N(C)C)n2)cc1	-12.9%	2.6	80	0.0%	-0.2%	-54.2%	9.2%	0.0%	-14.7%	-11.4%
O=C(Cn1cncn1)c1ccc(Cl)cc1	-10.8%	-0.7	88	-0.3%	-2.9%	14.0%	-10.0%	-0.3%	-1.7%	-6.5%
Cc1ccc(N2C(=O)CC2(C#N)c2ccc(OCc3ccccc3)cc2)cc1 (stereo not drawn)	-15.6%	5.9	99	-0.1%	-2.7%	-3.8%	1.6%	-0.1%	8.7%	11.0%

The list goes on, starting with the last two of the part before.
SMILES	GPR35 arrestin U2OS	NTR1 agonist	NTR1 agonist cell count 20 µM	UTI89 phage lysis	KOR beta-arrestin-1	KOR beta-arrestin-2	MgcRacGAP inhibition	GPR55 beta-arrestin	GPR55 LPI antagonism	NOD1 NF-kB reporter
O=C(Cn1cncn1)c1ccc(Cl)cc1	-10.8%	-0.7	88	-0.3%	-2.9%	14.0%	-10.0%	-0.3%	-1.7%	-6.5%
Cc1ccc(N2C(=O)CC2(C#N)c2ccc(OCc3ccccc3)cc2)cc1 (stereo not drawn)	-15.6%	5.9	99	-0.1%	-2.7%	-3.8%	1.6%	-0.1%	8.7%	11.0%
Cc1cc(=O)[nH]c(SCC(=O)N2CCN(C(c3ccccc3)c3ccccc3)CC2)n1	5.2%	0.8	46	-0.1%	-2.7%	18.3%	11.3%	0.2%	38.1%	-10.6%
O=C(Nc1ccccc1)n1ccc(-c2ccc(-n3ccnc3)cc2)n1	-3.9%	-0.5	62	x	5.4%	-34.6%	x	-1.1%	8.0%	32.9%
Cc1onc(-c2ccccc2Cl)c1C(=O)NCc1ccc(S(N)(=O)=O)cc1	-5.5%	3.2	60	3.8%	0.5%	4.6%	8.5%	0.2%	-7.4%	-6.8%
CC(C)CC(=O)Nc1cccc(-c2nc3ncccc3o2)c1	1.0%	1.3	73	0.3%	-3.4%	0.9%	5.8%	0.0%	7.3%	-5.2%
CC(Oc1ccc(F)cc1Br)c1nc2ccccc2c(=O)[nH]1 (stereo not drawn)	-3.0%	0.4	67	0.2%	-0.9%	-16.7%	5.6%	0.3%	5.1%	-16.7%
CCOc1ccc(C(=O)NCC(c2cccs2)N(C)C)cc1 (stereo not drawn)	-0.2%	-0.1	93	0.1%	4.7%	-32.7%	9.7%	-0.2%	12.3%	63.4%
COc1ccc(OC(C)C(=O)NCc2cccnc2)cc1 (stereo not drawn)	12.3%	-1.3	65	2.2%	-3.2%	22.7%	13.6%	0.0%	-4.7%	1.1%
Cc1cc(C(=O)COC(=O)c2ccc(N)c([N+](=O)[O-])c2)c(C)n1Cc1ccc2c(c1)OCO2	-8.3%	3.9	57	0.2%	-0.7%	-11.0%	7.6%	0.7%	4.8%	-12.1%
CC(NC(=O)c1ccccc1)C(c1cccs1)N1CCOCC1 (stereo not drawn)	11.1%	-0.2	76	-0.5%	-1.4%	-6.2%	-4.2%	-0.3%	7.2%	-8.2%
CN(C(=O)C1CCCN(S(=O)(=O)c2cccc([N+](=O)[O-])c2)C1)C1CCS(=O)(=O)C1 (stereo not drawn)	2.7%	1.1	48	-0.2%	-3.8%	0.9%	3.1%	-0.5%	0.4%	-37.2%
NC(=O)c1cnn2c1NC(c1ccc(F)cc1)CC2C(F)(F)F (stereo not drawn)	5.7%	-0.6	74	0.0%	2.6%	21.4%	7.5%	0.2%	9.1%	-23.9%
CC(=O)c1cccc(N(CC(=O)NC2CCCC2)C(=O)c2csnn2)c1	-7.0%	-0.1	46	-0.1%	-0.6%	-9.4%	1.5%	0.4%	2.2%	-14.6%
O=C(NCCCCc1ccccc1)Nc1ccc(F)cc1	-7.6%	0.7	64	1.6%[50 µM]	1.3%	-13.7%	9.3%	0.0%	11.8%	-30.8%
COC(=O)CSc1nnc(CNc2ccc(OC)cc2)n1C	-5.6%	-0.3	95	0.2%	12.0%	-15.7%	16.8%	0.0%	-4.4%	-6.9%
CCN=C1NN=C(c2c[nH]c3ccccc23)CS1	4.6%	1.7	100	-1.1%	2.6%	-22.6%	19.4%	-0.2%	-5.5%	20.6%
COc1cc(C2NC(=O)NC(c3ccccc3)=C2C(C)=O)c(Br)c(Br)c1O (stereo not drawn)	13.5%	1.9	60	0.1%	-1.6%	-8.9%[20 µM]	25.1%	-0.1%	-29.0%	-25.1%
CCCOc1ccc(/C(O)=C2/C(=O)C(=O)N(CCN(C)C)C2c2ccco2)cc1 (stereo not drawn)	-1.6%	-0.6	53	1.2%	-4.5%	17.4%	13.7%	0.2%	-1.2%	-10.3%
O=C(N/N=C/c1ccc(F)cc1)c1ccc(Br)cc1	3.1%	-0.3	77	6.1%	1.2%	6.8%	12.8%	0.2%	4.4%	0.1%
COc1ccc(F)c(CN2CCC(n3nccc3NC(=O)CCCc3ccccc3)CC2)c1	-0.2%	0.3	56	0.8%[50 µM]	-4.0%	42.4%	13.2%	-0.2%	9.5%	-27.5%
O=C(/C=C/Nc1ccccc1)c1cnc(-c2ccccc2)s1	-0.6%	1.1	48	0.3%	-1.1%	-5.1%	6.5%	0.0%	9.3%	-13.4%
CCCOc1ccc(Cl)cc1/C=C1/C(=O)ON=C1C	-3.2%	0.8	86	0.4%	5.2%	-25.9%	5.3%	0.7%	-12.7%	-9.2%
Cc1cc(C)c(C)c(OCC(=O)NCC2CCCO2)c1 (stereo not drawn)	-4.4%	1.6	61	0.6%	-5.8%	4.3%	8.1%	0.2%	11.5%	-25.3%
COCCn1c(SCCCC(=O)c2ccc(Br)cc2)nnc1-c1ccncc1	-2.7%	3.6	42	-0.1%	-5.1%	-16.9%	8.4%	0.1%	1.3%	39.1%
COc1ccc(NC(=O)C(C)Sc2ccccc2)cc1 (stereo not drawn)	1.3%	-0.5	56	0.9%	-1.2%	-12.4%	6.4%	0.3%	15.1%	-12.9%
CCc1c(C)c(C#N)c2nc3ccccc3n2c1NCCOC	-7.3%	1.9	81	0.0%	2.3%	-20.7%	-3.3%	-0.2%	0.1%	7.6%
Cc1ccccc1C(=O)N=c1c(C#N)cc2c(=O)n3cccc(C)c3nc2n1Cc1ccco1	-12.3%	4.1	83	x	0.8%	-10.1%	x	0.3%	8.6%	-3.1%
COc1ccc(Oc2nc3ccccc3n(C)c2=O)cc1	5.4%	-0.7	74	1.6%	-3.1%	17.3%	8.2%	-0.4%	3.2%	-19.7%
COCc1ccc(C(=O)NC2CCCN(Cc3ccccc3F)C2)o1 (stereo not drawn)	6.1%	0.1	56	0.0%	-4.8%	7.8%	5.1%	0.0%	-2.4%	-38.6%
CCCC(C(=O)NCc1ccc(OC)cc1)N(Cc1ccco1)C(=O)c1snc(C(N)=O)c1N (stereo not drawn)	-15.1%	-0.4	40	4.8%	1.6%	25.3%	-0.1%	0.3%	8.5%	0.1%
COC(=O)c1sccc1NC(=O)CN(C)NS(=O)(=O)c1ccc(F)cc1	-1.5%	-1.5	74	1.2%	-0.1%	-7.5%	1.7%	-0.2%	1.6%	8.0%
Cc1ccccc1N(C(=O)c1csnn1)C(C(=O)NC1CCCC1)c1ccncc1 (stereo not drawn)	-5.1%	-0.9	53	0.4%	2.2%	19.7%	1.6%	0.6%	12.6%	-17.5%
CC(=O)Nc1nc(-c2ccc3c(c2)CCN3S(C)(=O)=O)cs1	-9.0%	0.9	68	-1.3%	-7.3%	-88.6%[20 µM]	19.4%	0.2%	-1.6%	-45.2%
O=C(CCCOc1ccccc1)N1CCCCC1	-23.6%	-0.7	51	3.4%[50 µM]	11.6%	-19.5%	6.9%	-0.1%	-27.4%	30.7%
C[C@H](NC(=O)C1CCN(S(=O)(=O)c2ccccc2)CC1)C(=O)NCc1ccccn1	14.0%	-0.7	64	-0.3%	-1.0%	7.0%	-37.4%	-0.1%	3.4%	-0.5%
O=C(NCCC1=CCCCC1)c1ccc(Cl)cc1	22.9%	0.9	80	x	0.4%	7.3%	x	-0.2%	-8.0%	-54.8%
COc1ccccc1C(=O)N/C(=C/c1ccccc1)C(=O)Nc1ccc(C(=O)O)cc1	-15.5%	0.3	50	0.4%	1.0%	-30.8%	-1.2%	-0.2%	7.8%	-19.7%
Cc1cc(=O)oc(C)c1C(=O)Nc1cccc2nonc12	-14.8%	0.5	41	0.7%	2.5%	-25.8%	10.3%	0.0%	-5.7%	-24.0%

From PubChem
